# TNAP inh no acc: inhibitors of human TNAP without phosphate acceptor; P05186; purified TNAP, CDP-star luminescence, 30 min; AID 1012; inhibition, % at 20 µM; actives 0.26% (n = 200,000);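 active = tissue-nonspecific alkaline phosphatase inhibition above about 50% at 20 µM in the single-dose screen, limit read from the data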;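 note: 0% = DMSO negative control and 100% = EDTA positive control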
# Target sequence (P05186 whole entry, looked up): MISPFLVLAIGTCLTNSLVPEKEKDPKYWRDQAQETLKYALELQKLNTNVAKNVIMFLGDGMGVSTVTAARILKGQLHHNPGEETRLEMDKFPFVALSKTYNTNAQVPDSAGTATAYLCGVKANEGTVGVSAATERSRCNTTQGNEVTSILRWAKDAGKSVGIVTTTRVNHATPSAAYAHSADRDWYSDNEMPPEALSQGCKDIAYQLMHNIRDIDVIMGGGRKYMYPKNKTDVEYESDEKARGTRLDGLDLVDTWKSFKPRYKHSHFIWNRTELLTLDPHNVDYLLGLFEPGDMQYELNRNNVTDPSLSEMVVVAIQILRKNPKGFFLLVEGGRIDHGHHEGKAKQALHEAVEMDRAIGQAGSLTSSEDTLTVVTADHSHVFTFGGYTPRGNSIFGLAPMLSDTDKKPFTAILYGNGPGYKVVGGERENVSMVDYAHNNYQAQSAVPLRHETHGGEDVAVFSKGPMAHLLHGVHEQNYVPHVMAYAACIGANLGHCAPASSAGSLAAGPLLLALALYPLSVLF
# TNAP act hiacc: increases human TNAP activity under high phosphate acceptor concentration; P05186; purified TNAP, CDP-star luminescence, 1 M DEA, 30 min; active compounds read high; 0 = EDTA background, 1 = DMSO-only activity; activation factor at 20 µM; 200,000 tested, under 10 active; AID 1136;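 active = activation factor at least 2 at 20 µM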
#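 system = human TNAP | amount = enzyme diluted 1/800 final | reagent = 100 µM CDP-star substrate | signal = luminescent substrate turnover signal | dosing = one dose, 20 µM | benchmarks = EDTA negative control, DMSO positive control | measure = activation factor | timing = 30 min reaction, room temperature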
# bIAP activator: increases bovine intestinal alkaline phosphatase activity. AID 1016. activation factor at 20 µM. actives 0.17% (n = 200,000). purified bovine IAP, CDP-star luminescence, 30 min; active compounds read high; fold of DMSO-control signal, blank-subtracted;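 active = activation factor of 2 or more at 20 µM, a signal rise over negative controls twice the positive control's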
# FLuc inhib CS: counter-screen for luciferase assay inhibitors: firefly luciferase inhibition; inhibition, % at 10 µM; AID 1006; ATPLite firefly luciferase biochemical luminescence, 10 min; actives 1.5% (n = 200,000); P08659;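 active = inhibition above about 50% when tested at 10 µM, limit read from the data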
# Target sequence (P08659 whole entry, looked up): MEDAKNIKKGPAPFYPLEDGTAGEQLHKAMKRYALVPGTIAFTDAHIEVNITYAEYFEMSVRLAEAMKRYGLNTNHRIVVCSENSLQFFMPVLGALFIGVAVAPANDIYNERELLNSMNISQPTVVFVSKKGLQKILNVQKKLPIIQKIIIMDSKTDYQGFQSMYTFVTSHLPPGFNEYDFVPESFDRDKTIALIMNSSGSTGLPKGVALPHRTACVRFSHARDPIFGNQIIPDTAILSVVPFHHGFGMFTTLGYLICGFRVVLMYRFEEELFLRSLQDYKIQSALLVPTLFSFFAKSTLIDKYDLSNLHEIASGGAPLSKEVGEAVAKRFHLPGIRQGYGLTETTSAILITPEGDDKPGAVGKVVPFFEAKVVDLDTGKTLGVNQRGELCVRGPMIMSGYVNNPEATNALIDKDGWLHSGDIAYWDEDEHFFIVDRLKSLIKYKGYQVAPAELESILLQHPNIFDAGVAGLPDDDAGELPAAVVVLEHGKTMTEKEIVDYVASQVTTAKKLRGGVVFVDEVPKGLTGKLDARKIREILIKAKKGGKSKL
# L major viab: reduces viability of Leishmania major promastigotes | inhibition, % at 10 µM | resazurin fluorescence viability | actives 9% (n = 200,000); in the data active = inhibition above about 50%;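 note: promastigotes grown with compound for 44 hours at 28 °C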
# TNAP inh hiacc: inhibitors of human TNAP at high phosphate acceptor concentration; P05186; purified TNAP, CDP-star luminescence, 1 M DEA; inhibition, % at 20 µM; actives 0.03% (n = 200,000);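 active = over 50% inhibition of tissue-nonspecific alkaline phosphatase at 20 µM in the single-dose screen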;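 note: plate controls were DMSO wells for no effect and EDTA-quenched wells as full inhibition for full effect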
# APP transl inh: APP translation inhibition; SH-SY5Y APP 5'UTR-luciferase reporter, luminescence; inhibition, % at 2 µM; actives 0.82% (n = 190,000);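 active = inhibition above a set limit, derived from the sample mean plus 3 SD, cut at about 45% in these data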; note: values of inactives mirror those of a sister screen read the other way
# FLuc act counter: affects firefly luciferase, flagging false hits in luciferase stimulation screens | P08659 | ATPlite luciferase biochemical, luminescence, 10 min; 0 = ATP-free wells, 1 = DMSO control | activation factor at 10 µM | 200,000 tested, under 10 active | AID 1027;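 active = luciferase activation factor, scaled between plate controls, of at least 2 with compound at 10 µM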
#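 System: luciferase plus luciferin reagent, cell-free; medium: PBS as buffer for the ATP substrate; dosing: test compounds dosed from 2 mM stocks in 100% DMSO; timing: 10 min post-reagent at room temperature; measured by: luminescence measurement of luciferase light output; evaluation: luciferase activation, seen as luminescence increase over controls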
# RAM inhibit: blocks the yeast RAM network; S. cerevisiae dse1pr::URA3 reporter, 5-FOA growth OD615, 2 d; analog-sensitive cbk1-as2 kinase mutant strain; inhibition, % at 50 µM; actives 1.8% (n = 190,000); AID 868;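 active = inhibition above a set limit, 3 SD over mean compound inhibition, cut at about 8.4% in these data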;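 note: 0% = DMSO-only wells with no growth and 100% = 10 µM 1-NA-PP1 full growth; inhibition rescues growth on 5-FOA so higher OD means more RAM inhibition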
# bIAP inh: intestinal alkaline phosphatase (bovine) inhibition; purified bovine IAP, CDP-star luminescence, 30 min; inhibition, % at 20 µM; 190,000 tested, under 10 active;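 active = over 50% inhibition of intestinal alkaline phosphatase at 20 µM in the single-dose screen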
#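 Assay system: bovine IAP enzyme; medium: DEA buffer 100 mM, pH 9.8, with MgCl2 1.0 mM, ZnCl2 0.02 mM; doses: 20 µM single dose; incubation: enzyme reaction for 30 min at room temperature; detection: CDP-star luminescence signal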
# The depositor's hits bear a star; i = inactive; nt = not tested or not shown.
SMILES,TNAP inh no acc,TNAP act hiacc,bIAP activator,FLuc inhib CS,L major viab,TNAP inh hiacc,APP transl inh,FLuc act counter,RAM inhibit,bIAP inh
CCOC(=O)c1sc(C)c2c1NC(c1ccc(Cl)cc1)NC2=O (stereo not given),-4,1,0.9,-3,-2,0,6,1,0.4,11
O=C(c1ccc(Cl)cc1)N1CCN(c2ccc(F)cc2)CC1,-10,1,1,-7,21,-3,3,1.1,-1.4,-1
COc1cccc(C(=O)COc2ccccc2N2C(=O)C3C4C=CC(C4)C3C2=O)c1 (stereo not given),6,1,1,-5,-5,1,7,1.1,3.4,-4
CSC1=NCCN1C(=O)c1cccc(C(F)(F)F)c1,-3,1,0.9,-3,2,0,-2,1,-1.4,9
Cc1noc(C)c1S(=O)(=O)NCC(=O)O,-7,1,1,0,-2,-4,-5,1,5.0,1
Cc1cc(C(F)F)n2nc(C(=O)Nc3ccc(S(=O)(=O)NC45CC6CC(CC(C6)C4)C5)cc3)nc2n1,2,1,1,-2,99*,4,1,1,0.6,-4
CCn1c(O)c(/C=C2\C=NN=C2c2ccc(C)cc2)sc1=S,-16,1,1,-4,1,0,-18,1,0.9,3
O=C(NC(=S)Nc1cc(C(F)(F)F)ccc1Cl)c1ccccc1,6,1,0.9,-8,-5,-4,-2,1.1,5.0,7
C=CCNC(=O)c1nc2ccccc2s1,-2,1,1,11,0,0,-11,0.9,1.5,1
CCCCNC(=O)c1onc(CSc2ccc(F)cc2)c1C(=O)O,1,0.9,1,0,-6,7,-19,1,-1.0,4
CN(Cc1ccccc1)C(=O)c1cccc(NC(=O)c2ccco2)c1,-8,1,0.9,-3,100*,-1,-2,1,0.4,12
Cc1[nH]c2ccccc2c1Cc1nnc(SCc2ccccc2)o1,-6,1,0.8,-3,8,-2,-16,1,5.7,16
Cc1ccc(C(C)NC(=O)c2c(C)noc2C)cc1C (stereo not given),-13,1,0.9,-1,-1,-4,14,1,0.8,8
CCCCCOC(=O)C1=C(C)Nc2ncnn2C1c1cccs1 (stereo not given),3,1,0.9,-2,6,1,-2,1,1.8,8
COc1ccccc1NC(=O)N1CCC(c2nc3cc(C)c(C)cc3[nH]2)CC1,-10,1,0.8,30,-2,-3,58*,0.7,1.6,18
O=C(COc1ccc(Cl)cc1Br)NC(=O)NCc1ccccc1,-22,1,6.5*,0,-5,-2,-10,1,8.0,i
COc1ccc(S(=O)(=O)N2CCOCC2)cc1NS(=O)(=O)/C=C/c1ccccc1,4,1,1,-8,3,-4,-21,1.1,4.7,3
O=C(O)c1cc(N=Nc2c(O)ccc3ccccc23)cc(C(=O)O)c1,41,0.5,0.8,7,3,47,-10,0.9,0.6,24
O=C(CN1C(=O)NC(Cc2c[nH]c3ccccc23)C1=O)Nc1cccc(S(=O)(=O)N2CCCCCC2)c1 (stereo not given),17,1,0.8,-1,64*,2,-8,1,2.3,24
COc1ccccc1NC(=O)COc1ccc(/C=N/NC(=O)CSCc2ccc(Cl)cc2)cc1,-11,1,0.9,-6,10,0,-2,1.1,4.5,5
CCOC(=O)c1c(C)nc2ccc(Cl)cc2c1-c1ccccc1,-5,1.1,0.9,-6,51*,-5,-16,1.1,0.9,10
O=C(N/N=C/c1ccc(OCC(=O)N2CCCCC2)cc1)c1ccccc1O,0,1,0.9,47,-6,-1,-3,0.5,0.5,15
Cc1ccc(CNC(=O)CSc2ccc(-c3ccco3)nn2)cc1,0,1,1,-2,63*,1,-3,1,2.3,1
Cc1ccsc1/C=N/n1c(COc2ccccc2)n[nH]c1=S,1,1,0.9,-5,-2,0,8,1,4.9,5
CCCSc1nnc(NC(=O)Cc2ccc(OC)c(OC)c2)s1,-10,1,1,-3,-9,-3,-4,1,3.2,-4

# Other compounds follow:
SMILES,TNAP inh no acc,TNAP act hiacc,bIAP activator,FLuc inhib CS,L major viab,TNAP inh hiacc,APP transl inh,FLuc act counter,RAM inhibit,bIAP inh
O=C(Nc1ncc(Cc2cccc(Cl)c2Cl)s1)C1CCCO1 (stereo not given),-2,1,1,-2,1,1,-81,1,4.0,-3
CCOC(=O)C1CCN(C(c2cccc(OC)c2)c2sc3nc(C)nn3c2O)CC1 (stereo not given),-5,1,1.1,-1,-2,2,28,1,2.4,-15
COc1ccccc1C(C)NCC(=O)Nc1c(F)cccc1F (stereo not given),-7,1.1,1,-8,0,-7,-13,1.1,-0.4,1
c1cc2c(cc1C1CCCN1)OCCCO2 (stereo not given),-8,1,0.9,-4,-5,-1,2,1,1.2,11
O=C(CSc1nc2ccccc2s1)Nc1ccc2c(c1)OCO2,-2,1.1,1,-6,0,-6,10,1.1,4.6,-2
CCCc1cc(N2CCCC(C(=O)Nc3ccc(OC)cc3OC)C2)n2ncnc2n1 (stereo not given),-13,1.1,1.1,1,8,-5,-13,1,2.0,-6
CC(=O)NCCc1nc2ccccc2n1Cc1ccc(Cl)cc1,-1,1,1,-11,-6,-5,5,1.1,0.4,-4
CCN(CC)CC(=O)NCc1cc(-c2ccc(OC)cc2)no1,0,1,1,-6,2,-4,-2,1.1,2.0,-4
COc1ccc(OC)c(-c2csc3nnc(SCC(=O)Nc4ccc(NC(C)=O)cc4)n23)c1,-10,1,1,-4,2,-4,6,1,1.8,-1
O=C(CSc1nnc(CCc2nc3ccccc3[nH]2)n1-c1ccccc1)NCc1ccco1,-12,1,2.5*,0,9,2,4,1,1.2,-151
O=C1/C(=C/c2ccncc2)SC(=S)N1C1CCCCC1,-11,1,0.3,-9,11,-4,-8,1.1,1.9,nt
CCC(CC)c1nnc(NC(=O)c2nc3nc(C)cc(C)n3n2)s1,24,1,1,-4,-9,-2,-7,1,1.4,2
CC1=C(C#N)C(/C=N/OCc2ccc(Cl)cc2)CC(=O)N1 (stereo not given),-3,1,1.1,0,-4,4,-10,1,1.1,-12
CCn1c(SCC(=O)Nc2ccccc2C(=O)OC)nnc1-c1ccoc1C,-10,1.1,0.9,-7,-1,-5,4,1.1,0.3,9
CCOC(=O)C1=C(C)Nc2nc(=S)[nH]n2C1c1ccc(Cl)cc1 (stereo not given),31,1,1,-3,94*,1,-4,1,3.3,4
Cc1ccc(OCCOC(=O)Cn2nc(C)c([N+](=O)[O-])c2C)cc1,-8,1,1,-1,-9,-4,21,1,2.1,-4
O=C(CCCN1C(=O)c2cccc3cccc(c23)C1=O)N1CCN(c2ncccn2)CC1,-1,1,1.1,-9,-2,-1,-6,1.1,1.9,-12
O=C(Nc1nnc(-c2cccnc2)o1)c1cccc([N+](=O)[O-])c1,-6,1,1.1,-1,17,-4,6,1,1.6,-7
Cc1cccn2c(=O)c(C=Nc3ccc(Cl)cc3)c(NCCO)nc12,-9,1.1,0.8,-8,8,-5,4,1.1,2.2,16
COc1ccc(NC(=O)Cn2nnc(C(=O)NCc3ccccc3OC)c2N)cc1Cl,-13,1,0.9,-8,-3,-3,-3,1.1,5.3,12
O=C(C1COc2ccccc2O1)N1CCN(c2ccccc2)CC1 (stereo not given),5,1,1,-6,0,-4,13,1.1,4.2,4
Nc1c(C(=O)O)nnn1Cc1ccccc1,-9,1,0.9,-6,-6,-3,-2,1.1,1.6,6
Cn1c(Nn2cnnc2)nc2ccccc21,0,1.1,0.9,-8,-3,-8,-5,1.1,1.2,11
Cc1cc(NC(=O)COC(=O)CSc2nc3cc(Cl)ccc3n2Cc2ccccc2)no1,-4,1.1,1,-5,-7,-5,-14,1,3.9,-2
CCCC(=O)NC(NC(=S)Nc1ccc(N=Nc2ccccc2)cc1)C(Cl)(Cl)Cl (stereo not given),6,0.9,0.9,3,57*,9,-32,1,7.2,8

# Additional entries follow:
SMILES,TNAP inh no acc,TNAP act hiacc,bIAP activator,FLuc inhib CS,L major viab,TNAP inh hiacc,APP transl inh,FLuc act counter,RAM inhibit,bIAP inh
CC(=O)Nc1ccc(NC(=O)Cn2c(-c3ccc(F)cc3)cnc2SCC(=O)Nc2c(C)cccc2C)cc1,-20,1.1,1.2,-4,-7,-6,-3,1,6.6,-20
CN(C(=O)C1CCCO1)c1nnc(-c2ccncc2)s1 (stereo not given),-12,1.1,0.9,-2,4,-7,-18,1,-0.3,13
COc1ccc(N=CC2=C(O)c3ccccc3C2=O)c(OC)c1,0,1,0.9,95*,7,2,-176,0,6.1,15
CC1=C(C(=O)c2ccccc2)C(c2ccc(OC(F)F)cc2)NC(=S)N1 (stereo not given),7,1,0.9,-2,24,3,-9,1,3.0,15
FC(F)(F)c1ccc(Sc2nnc(-c3cccs3)n2CC2CCCO2)nc1 (stereo not given),-29,1,0.9,-3,-1,-3,19,1,2.3,12
CCN1CCN(C(=O)c2ccc(OCC(=O)Nc3ccc(F)cc3)c(OC)c2)CC1,-1,1,1.1,-1,5,2,8,1,-0.9,-9
Cn1c(=NC(=O)C2CC2)sc2cc(F)cc(F)c21,-1,1.1,0.9,1,-4,-5,nt,1,0.1,8
CCn1c(SCC(=O)Nc2cc(C)on2)nnc1-c1ccco1,-9,1,0.7,0,-6,-4,7,1,0.5,29
CCn1c(C)nc2cc(C(=O)N/N=C/c3ccc(O)cc3)ccc21,-10,1.1,1.2,13,6,-5,1,0.9,0.6,-16
O=c1nc(N2CCCC2)nc(Nc2ccccc2)[nH]1,-8,1.1,1,-2,-2,-5,6,1,0.6,4
CC1CCCC(NC(=O)CSc2ncccc2C(=O)O)C1C (stereo not given),-11,1,1,-1,-2,-2,-8,1,0.2,1
Cc1cc(C)n(-c2nc3ccccc3nc2Nc2ccc3c(c2)OCO3)n1,-29,1,1,-2,27,2,8,1,7.0,4
O=C(Cc1ccccc1)Nc1ccc(-c2nnc(-c3ccco3)o2)cc1,-6,1,0.8,-6,-3,3,4,1.1,4.5,17
CCC(=O)NC(=S)Nc1ccc(S(=O)(=O)NC(C)=O)cc1,-2,1,1,-6,-8,-2,-9,1.1,0.9,1
CCOC(=O)N1CCN(C(=O)c2ccc3c(=O)n(CC4CCCO4)c(=S)[nH]c3c2)CC1 (stereo not given),-9,1,0.9,-2,-4,1,0,1,1.9,8
CCN(CC)S(=O)(=O)c1ccc(N=Cc2c(C)c(C#N)c(=O)n(C)c2O)cc1,-1,1,0.8,0,-5,1,-2,1,0.2,16
Cc1cccc(-n2cc(CN3CCN(c4ccccn4)CC3)c(-c3cccc(F)c3)n2)c1,-15,1.1,0.8,4,20,-10,7,1,0.1,18

# Complete entries as entered above. Values in the order: TNAP inh no acc | TNAP act hiacc | bIAP activator | FLuc inhib CS | L major viab | TNAP inh hiacc | APP transl inh | FLuc act counter | RAM inhibit | bIAP inh
# Profile of `O=C1/C(=C/c2ccncc2)SC(=S)N1C1CCCCC1` → -11 | 1 | 0.3 | -9 | 11 | -4 | -8 | 1.1 | 1.9 | nt
# Profile of `Cc1ccsc1/C=N/n1c(COc2ccccc2)n[nH]c1=S` → 1 | 1 | 0.9 | -5 | -2 | 0 | 8 | 1 | 4.9 | 5
# Profile of `Cc1noc(C)c1S(=O)(=O)NCC(=O)O` → -7 | 1 | 1 | 0 | -2 | -4 | -5 | 1 | 5.0 | 1
# Profile of `O=C(O)c1cc(N=Nc2c(O)ccc3ccccc23)cc(C(=O)O)c1` → 41 | 0.5 | 0.8 | 7 | 3 | 47 | -10 | 0.9 | 0.6 | 24
# Profile of `CN(C(=O)C1CCCO1)c1nnc(-c2ccncc2)s1` (stereo not given) → -12 | 1.1 | 0.9 | -2 | 4 | -7 | -18 | 1 | -0.3 | 13

# Screens from PubChem BioAssay.
